Source: PubChem BioAssay (several laboratories)
Wee1 stabilizer: human Wee1 degradation inhibition, primary screen; reporter increase, % at 5 µM; AID 1321; P30291; HeLa Luc-Wee1K328M stability, luciferase luminescence; 100% = proteasome inhibitor MG132 effect; 1.2% of 220,000 active;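 active means activation above the mean of all tested compounds plus 3 SD, set per screening run, cut at about 8.8% in these data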;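 further: cells exposed to compound for 20 h before luminescence read; 0% = DMSO alone and 100% = MG132 at 30 µM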
Tb hexokinase: blocks Trypanosoma brucei hexokinase 1 activity. 0.11% of 220,000 active. AID 1430. recombinant TbHK1, G6PDH-coupled NADH A340. inhibition, % at 10 µM;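 active means inhibition of 50% or more in the single-dose primary screen; inactive means inhibition below 50%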
PPC-1+TRAIL kill: compounds killing PPC-1 cancer cells with TRAIL present (potentiator screen, no TRAIL-free arm); cell killing (% activity), % at 4 µM; 0.41% of 220,000 active; PPC-1 cells + TRAIL, ATPLite viability luminescence; AID 1443;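 active means cell killing above 50% in the first pass at 4 µM, then a duplicate retest at 5 µM averaging 50% or more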;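 further: plate controls were cells with TRAIL plus DMSO for no effect and medium-only wells lacking cells for full effect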
FXIIa inh 1536: inhibitors of human coagulation factor XIIa. purified FXIIa, Boc-QGR-AMC fluorogenic substrate, 2 h. inhibition, % at 5 µM. 0.3% of 220,000 active. AID 800; in the data active means inhibition above about 40%;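 further: 0% = enzyme with no compound and 100% = blank without enzyme; many of its hits are not listed in these tables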
Target sequence (P00748 20-372 limits assumed): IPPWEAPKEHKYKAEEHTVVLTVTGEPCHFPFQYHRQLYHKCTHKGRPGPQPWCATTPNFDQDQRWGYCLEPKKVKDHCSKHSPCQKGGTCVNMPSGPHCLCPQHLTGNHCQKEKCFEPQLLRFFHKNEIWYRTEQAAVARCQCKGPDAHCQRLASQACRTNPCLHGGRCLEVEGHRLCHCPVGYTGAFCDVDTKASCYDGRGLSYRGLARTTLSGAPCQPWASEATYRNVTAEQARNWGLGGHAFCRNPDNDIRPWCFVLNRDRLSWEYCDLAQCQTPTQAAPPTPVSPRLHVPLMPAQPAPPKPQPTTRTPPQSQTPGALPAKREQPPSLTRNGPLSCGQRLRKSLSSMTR
Target sequence (P00748 373-615 limits assumed): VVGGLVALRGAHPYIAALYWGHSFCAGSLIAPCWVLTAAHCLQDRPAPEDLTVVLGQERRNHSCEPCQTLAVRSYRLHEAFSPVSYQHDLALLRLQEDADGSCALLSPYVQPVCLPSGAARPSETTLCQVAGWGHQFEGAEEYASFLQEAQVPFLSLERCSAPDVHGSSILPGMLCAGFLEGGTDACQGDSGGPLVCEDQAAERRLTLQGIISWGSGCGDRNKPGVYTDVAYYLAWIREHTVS
PGE2 EP2 inh: inhibitors of human EP2 prostaglandin E2 receptor. P43116. C6 glioma cells expressing human EP2, cAMP TR-FRET; cells stimulated with saturating PGE2. inhibition, % at 25 µM. 0.52% of 260,000 active. AID 1422;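 active means percent inhibition above 40 after rounding to a whole number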;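 further: rat C6 glioma host cells with rolipram phosphodiesterase inhibitor present; the protocol text gives 20 µM as final concentration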
L929 necroptosis: blocks zVAD induced death of L929 cells | viability rescue, % at 10 µM | L929 zVAD necroptosis rescue, ATP luminescence, 24 h; with zVAD 60 µM | 0.38% of 220,000 active;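 active means activation, scaled between plate controls, above about 75%, limit read from the data; inactive means activation under that limit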;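 further: 0% = zVAD with DMSO and 100% = DMSO alone without zVAD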
CHOP inhibitor: blocks CHOP induction under ER stress. CHO-K1 CHOP-promoter luciferase, tunicamycin-induced, 15-18 h. inhibition, % at 10 µM. 3.8% of 220,000 active;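 active means compounds that reduced the stress-induced luciferase reporter signal by more than about 70% of percent inhibition, limit read from the data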;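 further: 0% = tunicamycin plus vehicle and 100% = wells without tunicamycin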
FXIa inh: inhibitors of human coagulation factor XIa. P03951. AID 798. purified FXIa, Boc-Glu-Ala-Arg-AMC fluorogenic substrate. inhibition, % at 5 µM. 0.14% of 220,000 active;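 active means inhibition of at least 40%; inactive means inhibition below 40%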;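 further: fluorescence of freed AMC excited at 355 nm; 0% = enzyme without compound and 100% = no enzyme blank; many of its hits are not listed in these tables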
TNF necrop inh: inhibitors of TNF-alpha induced necroptosis in Jurkat FADD-/- cells. 0.068% of 220,000 active. Jurkat FADD-/- TNF necroptosis rescue, ATP luminescence, 24 h; 0 = TNF only, 100 = no-TNF cells. activation (protection from cell death), % at 10 µM. AID 463075;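 active means activation, meaning protection from cell death, of at least 50% relative to plate controls; inactive means activation below 50%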;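 further: necroptosis triggered by 40 ng/mL TNF-alpha added together with compound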
* = called active by the depositor; & = joins results of further samples; [ ] = dose if it differs, or a comment. The list is partial; count on the stated rates, not on these rows.

no. | canonical_smiles | L929 necroptosis | PPC-1+TRAIL kill | TNF necrop inh | Tb hexokinase | CHOP inhibitor
1 | Cc1ccc(N=C2NC(=O)/C(=C/c3cccnc3)S2)cc1C | 1.0 | -5 | 1.6 | -35 | 1
2 | O=C(c1ccc(F)cc1)C1CCN(C(=O)N2CCOCC2)CC1 | 0.1 | 9 | 0.2 | 8 | 16
3 | Cc1cccc(-c2c3c(=O)n(C)c(=O)n(C)c3cn2C(C)C)c1 | 0.1 | 11 | -4.3 | -9 | 23
4 | Cc1ccc(-c2ccc(SCC(=O)N3CCCc4ccccc43)nn2)cc1 | 0.8 | 18 | 1.1 | 2 | 38
5 | Cc1ccc(NC(=O)/C(C#N)=C/c2ccc(C)s2)c(C)c1 | 0.0 | 21 | 0.5 | -8 | 61
6 | O=C(COC(=O)c1ccccc1NC(=O)c1ccco1)Nc1ccc2c(c1)OCO2 | 0.3 | 1 | -0.3 | -11 | 16
7 | O=S(=O)(NCCSc1nnc(-c2ccco2)n1-c1ccccc1)c1ccccc1 | -0.5 | 19 | -3.2 | 8 | 8
8 | CC/C(=N\NC(=O)COc1ccc(Br)cc1)c1ccc(OC)c(OC)c1 | 2.8 | 36 | -1.2 | -4 | 31
9 | CCCCC(CC)COC1(c2ccccc2)OC(=O)c2ccccc21 (stereo unspecified) | 0.2 | 13 | -2.3 | 4 | 5
10 | O=C(c1nc2nc(-c3ccccc3)cc(C(F)(F)F)n2n1)N1CCOCC1 | 1.2 | 4 | -0.3 | -30 | -14
11 | C=CCn1c(SCC(=O)NC(=O)NCCC)nnc1C1CCCCC1 | -0.4 | -1[5 µM] | -0.9 | 0 | -4
12 | NC(=O)C1CCCN1 (stereo unspecified) | 4.0 | 8 | 0.7 | -2 | 2

no. | FXIa inh | FXIIa inh 1536 | Wee1 stabilizer | PGE2 EP2 inh
1 | 1 | 2 | 7 | 20
2 | -5 | 14 | -5 | 7&13
3 | -4 | 12 | -1 | 7
4 | 5 | 9 | 1 | 5
5 | 5 | 19 | 1 | 11
6 | -3 | 5 | -2 | 18
7 | -1 | 11 | -3 | 9
8 | -3 | 5 | -4 | 9
9 | 3 | 13 | 0 | 1
10 | -9 | 9 | 3 | 10
11 | 9 | 21 | -1 | 14
12 | -3 | 4 | 2 | 11

The results go on:
no. | canonical_smiles | L929 necroptosis | PPC-1+TRAIL kill | TNF necrop inh | Tb hexokinase | CHOP inhibitor
13 | COc1ccc(N2C(=O)C3C4C=CC(CC4)C3C2=O)c([N+](=O)[O-])c1 (stereo unspecified) | -0.2 | 8 | -3.4 | -4 | 3
14 | CCc1ccc2c(c1)C(c1ccc([N+](=O)[O-])cc1)=NNC(c1ccc(F)cc1)=N2 | -0.3 | 0 | -2.1 | 2 | 86*
15 | COc1ccc(S(=O)(=O)n2ccnc2)c2cccnc12 | 0.1 | 18 | -1.9 | -4 | -33
16 | COc1ccc(/C=C2\SC(=S)N(CC(=O)NNC(=O)c3ccncc3)C2=O)cc1 | 1.9 | 25 | -0.2 | 20 | -26
17 | COc1ccc(CN(CCCN2CCOCC2)S(=O)(=O)N(C)C)cc1OC | 0.4 | -6 | -0.3 | -1 | -5
18 | CCOC(=O)c1c(C)[nH]c(N=Nc2ccc(C)cc2)c1C | 0.7 | 6 | -1.7 | -12 | 91*
19 | N#CCSc1nnc(C2CCCCC2)n1Cc1ccccc1 | 0.3 | 3 | -1.1 | 4 | 35
20 | Cc1cc([N+](=O)[O-])ccc1NC1CCCC1 | 0.5 | 16 | -0.8 | -4 | 15
21 | Cc1cc(C)c(NC(=S)NC(CO)(CO)CO)c(C)c1 | -0.4 | 11 | 1.2 | -10 | 2
22 | CCOC(=O)c1sc(-c2ccccc2)cc1NC(=O)Nc1ccc([N+](=O)[O-])cc1 | 2.4 | 27 | 4.0 | -7 | 91*
23 | COc1cc2ccccc2cc1C(=O)Nc1ccc(Cc2ccncc2)cc1 | 2.9 | 32 | -7.3 | 5 | 67
24 | CCn1ncc([N+](=O)[O-])c1C(=O)Nc1nc2cccc(C)c2s1 | 4.4 | 18 | -0.6 | -12 | 15

no. | FXIa inh | FXIIa inh 1536 | Wee1 stabilizer | PGE2 EP2 inh
13 | -9 | -5 | -1 | 5
14 | -3 | 14 | -2 | 4
15 | -1 | 7 | -2 | 17
16 | -2 | 9 | 2 | 10
17 | -3 | -6 | 2 | 12
18 | -1 | 8 | 2 | 24
19 | 5 | 18 | 0 | 10
20 | 9 | 9 | -1 | 2
21 | 0 | 9 | 8 | 6
22 | 5 | 10 | 1 | 6
23 | -6 | 5 | -2 | 10
24 | -6 | 8 | 1 | 6

Sorted by SMILES length (low to high): twelve of the compounds above.
no. | canonical_smiles | L929 necroptosis | PPC-1+TRAIL kill | TNF necrop inh | Tb hexokinase | CHOP inhibitor
12 | NC(=O)C1CCCN1 (stereo unspecified) | 4.0 | 8 | 0.7 | -2 | 2
19 | N#CCSc1nnc(C2CCCCC2)n1Cc1ccccc1 | 0.3 | 3 | -1.1 | 4 | 35
15 | COc1ccc(S(=O)(=O)n2ccnc2)c2cccnc12 | 0.1 | 18 | -1.9 | -4 | -33
21 | Cc1cc(C)c(NC(=S)NC(CO)(CO)CO)c(C)c1 | -0.4 | 11 | 1.2 | -10 | 2
11 | C=CCn1c(SCC(=O)NC(=O)NCCC)nnc1C1CCCCC1 | -0.4 | -1[5 µM] | -0.9 | 0 | -4
1 | Cc1ccc(N=C2NC(=O)/C(=C/c3cccnc3)S2)cc1C | 1.0 | -5 | 1.6 | -35 | 1
5 | Cc1ccc(NC(=O)/C(C#N)=C/c2ccc(C)s2)c(C)c1 | 0.0 | 21 | 0.5 | -8 | 61
4 | Cc1ccc(-c2ccc(SCC(=O)N3CCCc4ccccc43)nn2)cc1 | 0.8 | 18 | 1.1 | 2 | 38
24 | CCn1ncc([N+](=O)[O-])c1C(=O)Nc1nc2cccc(C)c2s1 | 4.4 | 18 | -0.6 | -12 | 15
7 | O=S(=O)(NCCSc1nnc(-c2ccco2)n1-c1ccccc1)c1ccccc1 | -0.5 | 19 | -3.2 | 8 | 8
6 | O=C(COC(=O)c1ccccc1NC(=O)c1ccco1)Nc1ccc2c(c1)OCO2 | 0.3 | 1 | -0.3 | -11 | 16
13 | COc1ccc(N2C(=O)C3C4C=CC(CC4)C3C2=O)c([N+](=O)[O-])c1 (stereo unspecified) | -0.2 | 8 | -3.4 | -4 | 3

no. | FXIa inh | FXIIa inh 1536 | Wee1 stabilizer | PGE2 EP2 inh
12 | -3 | 4 | 2 | 11
19 | 5 | 18 | 0 | 10
15 | -1 | 7 | -2 | 17
21 | 0 | 9 | 8 | 6
11 | 9 | 21 | -1 | 14
1 | 1 | 2 | 7 | 20
5 | 5 | 19 | 1 | 11
4 | 5 | 9 | 1 | 5
24 | -6 | 8 | 1 | 6
7 | -1 | 11 | -3 | 9
6 | -3 | 5 | -2 | 18
13 | -9 | -5 | -1 | 5
